Screening results: PubChem BioAssay, National Center for Advancing Translational Sciences (NCATS)
HT1080 IDH1KD tx – HT-1080 IDH1 knockdown cell toxicity (counter line). HT-1080 IDH1 knockdown viability, ATP luminescence, 48 h. Potency, µM (titrated, usually from 46.1 µM), without a hit: at the highest dose activity, negative = toxicity, actives largely listed as cytotoxic. 360,000 compounds, 2% hits. AID 686971;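 further: potency means the concentration at half of the fitted maximal effect; 0% = DMSO wells and -100% = cell-free medium wells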
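Assay cells: HT-1080 with IDH1 knockdown, 750 per well, RPMI/5% FBS. Exposure: 48 h at 37 °C following 2 h pre-incubation. Read: CellTiter-Glo luminescence; fitted concentration-response, curve class assigned.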
IL1B secr inh – inflammasome signaling inhibition, IL-1 beta readout. THP-1 LPS/ATP IL-1B secretion, AlphaLISA, 16 h; hits give low values. activity change, % at 57.5 µM. 360,000 compounds, 4.7% hits; in the data active means activity change below about -50%; inconclusive means mostly about -30% to -49%; further: on the % scale 0 is the no-effect control and ±100 the full control effect
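Secreted IL-1B measured by AlphaLISA bead assay after 16 h compound exposure of THP-1 cells; compounds (final up to 57.5 uM) added 1 h before LPS (250 ng/mL) and ATP (1.25 mM) stimulation; lower signal means less secretion.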
SW480 rereplic – DNA re-replication induction in SW480 cells | AID 624297 | Potency, µM (highest dose often 46.1 µM), for the others: at the top dose re-replication activation, usual class: activators | 340,000 compounds, 1.8% hits | SW480 DNA re-replication, Hoechst DNA content imaging, 48 h; further: potency means the concentration at half of the fitted maximal effect; % of control where 0% means no effect; nearly all actives have a fitted effect of over 55% in size
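Image-based read-out: total Hoechst fluorescence of nuclei (405 nm excitation, 500-530 nm emission), with hits raising the fraction of high-intensity nuclei. SW480 colon cells incubated 48 hr with compounds at 37 C.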
D3 ag – agonists of human D3 dopamine receptor; D3R DiscoveRx beta-arrestin cells, luminescence, 90 min; 410,000 compounds, 0.58% hits; max activation, %; in the data active means max activation above about 30%; further: 0% is about no effect; mostly tested at two doses, the higher about 12 µM
Target sequence (P35462 whole entry, looked up): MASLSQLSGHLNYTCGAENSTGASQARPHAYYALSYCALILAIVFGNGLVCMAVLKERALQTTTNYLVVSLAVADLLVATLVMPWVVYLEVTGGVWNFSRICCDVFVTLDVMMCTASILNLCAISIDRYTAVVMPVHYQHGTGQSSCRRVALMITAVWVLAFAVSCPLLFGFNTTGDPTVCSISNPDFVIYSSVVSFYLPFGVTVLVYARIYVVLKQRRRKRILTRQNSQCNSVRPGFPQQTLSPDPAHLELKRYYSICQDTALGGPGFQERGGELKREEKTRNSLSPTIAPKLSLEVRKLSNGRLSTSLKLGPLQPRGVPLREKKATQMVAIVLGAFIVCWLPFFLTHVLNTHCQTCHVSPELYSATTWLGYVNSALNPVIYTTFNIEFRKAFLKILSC
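Cells at 1500/well, incubated overnight, then treated with pinned compounds (dopamine as control) for 90 min at 37 degrees C. DiscoveRx reagent added for 30 - 60 minutes at room temperature; luminescence read.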
HEK293 tox – cytotoxicity counter-screen for GLP-1 receptor inverse agonists. HEK293 cAMP-luciferase reporter cells, luminescence, 24 h. Potency, µM (titrated, usually from 38.3 µM), without a hit: top-dose activity change, negative = inhibition, most hits filed as inhibitors. 410,000 compounds, 0.13% hits;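 further: loss of luciferase light is scored as toxicity; potency means the concentration at half of the fitted maximal effect; on the % scale 0 is the no-effect control and ±100 the full control effect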
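Cells in DMEM/10% Nu serum/1% pen-strep, 1536-well format. Pre-incubated 12 h, dosed with 23 nL compound, incubated a further 24 h. Luciferase detection, 12 min at room temp, luminescence.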
HT1080NT lethal – kills 2HG-producing HT-1080-NT fibrosarcoma cells; HT-1080-NT fibrosarcoma viability, CellTiter-Glo ATP luminescence, 48 h; 360,000 compounds, 1.6% hits; Potency, µM (top dose mostly 46.1 µM), for the others: at the highest dose activity, negative = less viability, usual class: cytotoxic;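 further: NT is the 2HG producing partner of a matched IDH1 knockdown line; potency means the concentration at half of the fitted maximal effect; 0% = DMSO-treated cells and -100% = media-only wells without cells; nearly all actives have a fitted effect of over 55% in size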
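Toxicity toward the 2HG-producing NT line was scored as %Activity, normalised to DMSO and no-cell wells, from CellTiter-Glo luminescence after 48 hours' treatment.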
KB-3-1 tox – kills parental KB-3-1 adenocarcinoma cells | KB-3-1 viability, CellTiter-Glo ATP luminescence, 72 h | AID 1347075 | 400,000 compounds, 1.4% hits | Potency, µM (top dose mostly 46.1 µM), inactives show top-dose activity change, negative = cytotoxic, hits mostly cytotoxic; further: potency means the concentration at half of the fitted maximal effect; on the % scale 0 is the no-effect control and ±100 the full control effect; nearly all actives have a fitted effect of over 60% in size
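KB-3-1 parental drug-naive adenocarcinoma cells in DMEM/10% FBS, incubated 72 h at 37 C with pin-transferred compounds across a concentration series. Viability by CellTiter-Glo luminescence; concentration-response curves fitted after normalization.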
MCF10A rereplic – DNA re-replication induction in MCF 10a cells. Potency, µM (doses to about 46.1 µM), for the others: at the highest dose activity, positive = re-replication, usual class: activators. MCF 10A DNA re-replication, Hoechst nuclear intensity, 48 h. 350,000 compounds, 2.9% hits. AID 624296; further: potency means the concentration at half of the fitted maximal effect; % of control where 0% means no effect; nearly all actives have a fitted effect of over 50% in size
KB-V1 MDR tox – kills drug-selected multidrug resistant KB-V1 cells; KB-V1 MDR cells viability, CellTiter-Glo, 72 h; Potency, µM (titrated, usually from 46.1 µM), for the others: at the top dose activity change, negative = cytotoxicity, hits mostly cytotoxic; 400,000 compounds, 3.4% hits; AID 1347076; further: potency means the concentration at half of the fitted maximal effect; on the % scale 0 is the no-effect control and ±100 the full control effect; nearly all actives have a fitted effect of over 60% in size
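KB-V1 cells (P-gp-expressing MDR subline of KB-3-1) in phenol-red-free DMEM with 10% FBS were exposed to library compounds over a concentration series for 72 h at 37 degrees C. Viability read by CellTiter-Glo luminescence; concentration-effect curves fitted after normalization.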
An asterisk follows results filed as active; i = inactive; ? = inconclusive; · = not tested or not shown; & = joins results of further samples; [ ] = another dose, or the depositor's remark. Unless noted, the call rests on the fitted dose curve; in most records, active means well fitted curve in the direction sought with a large enough effect; inconclusive means small, poorly fitted or top-dose-only effect, or another doubt; inactive means no such curve, though single readings can be large; an effect the other way counts as inactive or inconclusive.

SMILES	HT1080 IDH1KD tx	IL1B secr inh	SW480 rereplic	D3 ag	HEK293 tox	HT1080NT lethal	KB-3-1 tox	MCF10A rereplic	KB-V1 MDR tox
COc1ccccc1CNC(=O)NCc1noc2ccc(C)cc12	·	·	·	5	-3%	·	-5%	·	0%
CN(C(=O)c1ccc(OC2CCN(CCc3ccccc3)CC2)cc1)C1CCOCC1	4%	-7	-31%[inhibitor]	-21	-22%	6%	-1%	0%	7%
O=C(c1nc2ccc(Cl)cn2c1CN1CCCC(CO)C1)N1CCc2ccccc2C1 (stereo not given)	5%	0	2%	-3	-9%	7%	-12%	0%	?
CCOc1cc(N2CCOCC2)c(OCC)cc1NC(=O)c1nn(CC)c(=O)c2ccccc12	6%	12	12%	10	-12%	-1%	?	?	3.7µM*
COc1ccc(N(C(=O)COc2ccc(F)cc2)S(=O)(=O)c2ccc(C)cc2)cc1	3%	0	4%	-6	-13%	2%	6%	-22%	?
CCc1cccc(C)c1NC(=O)c1cc(S(=O)(=O)N2CCC3(CC2)OCCO3)ccc1F	·	·	·	-24	-1%	·	?	·	-16%
Cc1ccc(C(=O)Nc2c(-c3cccs3)c(=O)c3ccccc3n2C)cc1	?	-29	2%	4	-15%	?	0%	?	?
CC(C)Cn1c(CN2CCN(C(=O)c3ccco3)CC2)nc2c1c(=O)n(C)c(=O)n2C	14%	0	15%	-4	9%	20%	3%	0%	-22%
Cc1cc(Cl)ccc1OC(C)C(=O)Nc1ccc([N+](=O)[O-])cn1 (stereo not given)	-19%	-69*	-6%	1	2%	-15%	4%	?	?
CC1(c2ccccc2)NC(=O)N(CC(=O)N2CC(=O)Nc3ccccc32)C1=O (stereo not given)	6%	22	-6%	-1	6%	7%	17%	1%	16%
COc1ccc(S(=O)(=O)N2CCN(Cc3ccccc3)CC2)c(C)c1	-1%	-16	21%	-1	5%	-5%	-1%	10%	?
CCOC(=O)/C(=N\Nc1ccc(Br)cc1)N1CC(C)OC(C)C1 (stereo not given)	?	-5	-60%[inhibitor]	5	-14%	?	10%	5%	-3%
CCOC(=O)C1CCN(c2ncnc3c(C)csc23)CC1	-7%	-6	9%	-7	13%	-6%	0%	4%	-14%
CC(C)c1ccc(C2CC(=O)N3CN(Cc4ccco4)CSC3=C2C#N)cc1 (stereo not given)	4%	2	-1%	0	1%	-6%	2%	1%	-14%
CC(C)(C)c1nc(Sc2ccc([N+](=O)[O-])cn2)n[nH]1	-1%	-9	-5%	-11	-2%	-2%	0%	-7%	-4%
COc1ccc(C2N(c3cccc(Cl)c3)C(=O)C3CCCN32)cc1 (stereo not given)	-6%	-9	-6%	-6	-7%	2%	7%	1%	5%
COc1ccc(-c2cn3nc(N4CCCC(C(=O)Nc5cc(C)cc(C)c5)C4)sc3n2)cc1 (stereo not given)	·	·	·	7	4%	·	3%	·	2%
NC(=O)c1ccc(NC(=O)CNc2cc(S(=O)(=O)N3CCOCC3)ccc2N2CCCC2)cc1	3%	-5	-5%	-1	5%	1%	3%	4%	?
Cc1sc2c(c1C)c(=O)n(-c1ccc(Cl)cc1)c(=O)n2Cc1cc(=O)n2ccccc2n1	22%	15	-2%	3&-28	4%&3%	8%	2%&1%	0%	13%&-8%
CCC(C)NC(=O)Cn1nc(C(F)(F)F)c2c1CCC2 (stereo not given)	-3%	25	?	4	-9%	-7%	9%	31%	5%

Some of the entries above, set out differently.
compound | HT1080 IDH1KD tx | IL1B secr inh | SW480 rereplic | D3 ag | HEK293 tox | HT1080NT lethal | KB-3-1 tox | MCF10A rereplic | KB-V1 MDR tox
COc1ccccc1CNC(=O)NCc1noc2ccc(C)cc12 | · | · | · | 5 | -3% | · | -5% | · | 0%
CN(C(=O)c1ccc(OC2CCN(CCc3ccccc3)CC2)cc1)C1CCOCC1 | 4% | -7 | -31%[inhibitor] | -21 | -22% | 6% | -1% | 0% | 7%
O=C(c1nc2ccc(Cl)cn2c1CN1CCCC(CO)C1)N1CCc2ccccc2C1 (stereo not given) | 5% | 0 | 2% | -3 | -9% | 7% | -12% | 0% | ?
CCOc1cc(N2CCOCC2)c(OCC)cc1NC(=O)c1nn(CC)c(=O)c2ccccc12 | 6% | 12 | 12% | 10 | -12% | -1% | ? | ? | 3.7µM*
COc1ccc(N(C(=O)COc2ccc(F)cc2)S(=O)(=O)c2ccc(C)cc2)cc1 | 3% | 0 | 4% | -6 | -13% | 2% | 6% | -22% | ?
CCc1cccc(C)c1NC(=O)c1cc(S(=O)(=O)N2CCC3(CC2)OCCO3)ccc1F | · | · | · | -24 | -1% | · | ? | · | -16%
Cc1ccc(C(=O)Nc2c(-c3cccs3)c(=O)c3ccccc3n2C)cc1 | ? | -29 | 2% | 4 | -15% | ? | 0% | ? | ?
CC(C)Cn1c(CN2CCN(C(=O)c3ccco3)CC2)nc2c1c(=O)n(C)c(=O)n2C | 14% | 0 | 15% | -4 | 9% | 20% | 3% | 0% | -22%

More compounds follow.
SMILES	HT1080 IDH1KD tx	IL1B secr inh	SW480 rereplic	D3 ag	HEK293 tox	HT1080NT lethal	KB-3-1 tox	MCF10A rereplic	KB-V1 MDR tox
COc1ccc(N2CCN(c3ccc(NC(=O)NN)cc3)CC2)cc1	0%	?	-5%	-3	-7%	11%	-10%	?	-12%
COC(=O)c1ccc(Nc2nc(-c3ccccc3Cl)nc3ccccc23)cc1	·	·	·	2	-20%	·	-29%	·	?
COc1cccc(-c2nc(CS(=O)(=O)CC(=O)Nc3ccc(C)c(Cl)c3)c(C)o2)c1	·	·	·	-5	1%	·	0%	·	-1%
O=C(NC1CCCC1)C1c2ccccc2C(=O)N1C1CCCCC1 (stereo not given)	11%	13	-14%	6	4%	21%	-1%	3%	?
CCN1CCc2c(sc(NC(=O)c3cc4ccccc4cc3OC)c2C(N)=O)C1	8.2µM*	-100*	12µM*	-14	?	6.5µM*	?	18µM*	-24%
CCCCNC(=O)CCCCCNS(=O)(=O)c1ccc(Br)cc1	4%	-4	5%	1	4%	2%	0%	-2%	-2%
Cn1c(SCC(=O)OCc2ccccc2)nnc1-c1ccco1	8%	-17	18%	2	-5%	1%	0%	?	0%
COc1ccc(NC(=O)Nc2ccc3nc([C@@H]4O[C@H](CO)[C@@H](O)[C@H](O)[C@H]4O)[nH]c3c2)cc1OC1CCCC1	14%	15	·	3	-1%	21%	14%	·	3%
Cc1cc(C)nc(SCC(=O)Nc2ncc(C(F)(F)F)cc2Cl)n1	0%	32	1%	-6	7%	29%	?	13%	18%
Cc1ccc(NC(=O)c2cccnc2)cc1C	3%	-9	-1%	-3	1%	2%	24%	-1%	?
COc1ccc(-c2c[nH]c(=O)[nH]c2=O)cc1OC	-6%	3	-1%	2	-12%	0%	1%	-41%[inhibitor]	1%
Cc1nnc(SC(C)C(=O)NC2CCCCC2C)s1 (stereo not given)	-8%	-2	-11%	-2	8%	-2%	0%	5%	-21%
COC(=O)c1ccccc1NC(=O)C1COc2ccccc2O1 (stereo not given)	2%	2	?	-16	12%	9%	1%	?	0%
Cc1c(C(N)=O)sc2ncn(CC(=O)N3CCC(C)CC3)c(=O)c12	-2%	14	-3%	16	-11%	17%	-2%	1%	4%
O=C(CSc1nnc(SCC(=O)c2ccco2)s1)c1ccco1	8%	15	0%	-1	-11%	5%	-7%	25%	?
CC(C)NC(=O)CC1(C(=O)NCc2ccc(Cl)cc2)CCCC1	-1%	-11	-13%	-6	1%	2%	-3%	-8%	-1%
Cc1ccccc1OCCNC(=O)c1ccccc1Sc1ccccc1C#N	-1%	-17	-6%	-1	5%	0%	-4%	-15%	-22%
COc1ccc(OC)c(NP2(=O)OCC(C)([N+](=O)[O-])CO2)c1 (stereo not given)	?	14	-2%	-2	-21%	18%	-1%	-3%	-16%
c1ccc(NC2=NCCN2CCC2CCCC2)cc1	13%	-9	-12%	-38	-8%	9%	-7%	1%	0%
CC(C)C(C(=O)NCc1ccccc1)N(CC1CCCO1)C(=O)CNS(=O)(=O)c1ccccc1 (stereo not given)	2%	12	2%	-5	1%	22%	7%	-7%	-12%
CCCn1cc(CN2CCN(Cc3ccc(C)o3)C(CCO)C2)c(C)n1 (stereo not given)	-1%	0	0%	-6	12%	9%	10%	0%	-2%
CC1=C(C(=O)Nc2ccccc2)C(c2cccs2)NC(=O)N1 (stereo not given)	13%	-7	-41%[inhibitor]	1	3%	7%	0%	-8%	21%
COC(=O)c1sccc1NC(=S)N1CCCCC1	-1%	-9	1%	3	-3%	-5%	0%	0%	-5%
CC(=O)c1ccc(S(=O)(=O)N2CCN(CCOc3ccccc3)CC2)cc1	2%	13	-4%	11	2%	-3%	-10%	10%	27%
CC(C)(C)OC(=O)N[C@H](C(=O)OC(C)(C)C)c1ccc2c(c1)OCO2	11%	-7	?	-14	?	7%	4%	-4%	8%
OCC[C@@H]1C[C@H](O)[C@@H](O)[C@@]2(CCCO2)O1	10%	17	-4%	23	6%	14%	6%	?	17%
Cc1ccc(NS(=O)(=O)c2cc(C(=O)NCc3ccncc3)ccc2C)cc1	-10%	i	0%	-3	1%	-4%	10%	-21%	-16%
Cc1c(CNCc2ccc(Cl)cc2)c(C(=O)O)c(C)n1Cc1ccc(F)cc1	·	·	·	-3	-7%	·	3%	·	23%
O=C(NCCCc1ccccc1)c1cccc(NC(=O)C2CCC2)c1	11%	-11	-10%	3	-2%	13%	15%	2%	3%
CCOCCCNC(=O)c1ccccc1SC	0%	-6	-10%	-7	55%[activator]	-2%	0%	-10%	-15%
